Screens: PubChem, National Center for Advancing Translational Sciences (NCATS)
D1 PAM: Potentiators of Human D1 Dopamine Receptor: qHTS. actives 0.036% (n = 360,000). HEK293 TREx D1 cells, calcium flux, dopamine EC20 potentiation. AID 504651, 2011. D(1A) dopamine receptor (Homo sapiens), P21728. potentiation, % at 10 µM; in the data active means potentiation above about 30%; further: 0% is about no effect
RXFP1 agonist: qHTS Assay for Agonists of the Relaxin Receptor RXFP1; actives 0.3% (n = 370,000); Potency, µM (series often up to 57.5 µM), without a hit: at the highest dose activation, actives largely listed as activators; HEK293T-RXFP1 cAMP TR-FRET, 30 min; response scale: percent of porcine relaxin response, buffer zero; further: potency means the concentration at half of the fitted maximal effect; on the % scale 0 is the no-effect control and ±100 the full control effect; nearly all actives have a fitted effect of over 60% in size; many of its hits are not listed in these tables
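HEK293 cells stably expressing RXFP1, treated 30 min at 37C with compounds plus PDE4 inhibitor Ro 20174; cAMP measured by HTRF TR-FRET. Normalized to buffer and 29 nM porcine relaxin; EC50 by Hill fit.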
D2 potentiator: HTS Assay for Positive Allosteric Modulators of the Human D2 Dopamine Receptor: Primary Screen for Potentiators; actives 0.34% (n = 340,000); HEK293 T-REx D2, calcium flux, EC20 dopamine potentiation; potentiation, % at 10 µM; AID 485347, 2010; D(2) dopamine receptor (Homo sapiens), P14416;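 active means potentiation over 3 SD above the plate norm, cut at about 30% in these data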; further: 0% is about no effect
Target sequence (P14416 whole entry, looked up): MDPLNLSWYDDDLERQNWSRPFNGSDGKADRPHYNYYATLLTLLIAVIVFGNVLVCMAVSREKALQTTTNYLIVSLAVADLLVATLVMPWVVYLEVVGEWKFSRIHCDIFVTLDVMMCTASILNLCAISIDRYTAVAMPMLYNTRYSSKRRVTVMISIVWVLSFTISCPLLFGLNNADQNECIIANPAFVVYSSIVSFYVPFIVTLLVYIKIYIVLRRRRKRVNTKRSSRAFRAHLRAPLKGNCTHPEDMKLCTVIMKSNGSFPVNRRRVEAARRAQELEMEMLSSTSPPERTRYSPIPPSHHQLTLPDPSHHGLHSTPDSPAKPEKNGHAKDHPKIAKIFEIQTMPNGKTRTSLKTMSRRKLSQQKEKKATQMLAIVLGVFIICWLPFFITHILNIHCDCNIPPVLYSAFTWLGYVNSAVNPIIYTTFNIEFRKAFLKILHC
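Tetracycline-induced Hek293 Trex D2 cells, force-coupled to calcium, loaded with no-wash calcium dye. Compound added with 180 s kinetic read for agonism, then EC20 dopamine and a further 180 s read for potentiation.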
RXFP1 antag: qHTS Assay for Antagonists of the Relaxin Receptor RXFP1; actives 0.59% (n = 350,000); HEK293-RXFP1, relaxin-stimulated cAMP HTRF, 30 min; active compounds read low; activity change, negative = inhibition, % at 57.5 µM; Relaxin receptor 1 (Homo sapiens), Q9HBX9; AID 1259400, 2018;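 active means activity change of -60% or lower, but not beyond a set lower limit; inconclusive means change between -60% and -40%, or beyond the set limit; inactive means change above -40%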; further: on the % scale 0 is the no-effect control and ±100 the full control effect
Vif-APOBEC3F blk: qHTS for Inhibitors of Vif-A3F Interactions: qHTS; actives 0.2% (n = 390,000); HeLa A3F-eYFP + Vif (tagged APOBEC3F with the HIV-1 protein that degrades it), YFP fluorescence increase; Potency, µM (doses to about 46.1 µM), for the others: at the highest dose activity, negative = active; further: potency means the concentration at half of the fitted maximal effect; % of control where 0% means no effect; nearly all actives have a fitted effect of over 65% in size
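HeLa cells stably expressing Vif plus C-terminally eYFP-tagged A3F were seeded, incubated overnight at 37 deg C, dosed with compound, incubated overnight again at 37 deg C. Yellow fluorescence (Ex 488/Em 500-530) reported blocked Vif-mediated A3F-eYFP degradation.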
Vif-APOBEC3G blk: qHTS for Inhibitors of Vif-A3G Interactions: qHTS | DNA dC->dU-editing enzyme APOBEC-3G (Homo sapiens), Q9HC16 | HeLa A3G-eYFP + Vif (tagged APOBEC3G with the HIV-1 protein that degrades it), YFP fluorescence, overnight | Potency, µM (top dose mostly 46.1 µM), without a hit: at the highest dose activity, negative = active, hits mostly inhibitors | actives 0.076% (n = 410,000) | AID 602310, 2012;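 further: potency means the concentration at half of the fitted maximal effect; on the % scale 0 is the no-effect control and ±100 the full control effect; nearly all actives have a fitted effect of over 60% in size; hits raise eYFP signal because A3G escapes Vif-driven loss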
Target sequence (Q9HC16 whole entry, looked up): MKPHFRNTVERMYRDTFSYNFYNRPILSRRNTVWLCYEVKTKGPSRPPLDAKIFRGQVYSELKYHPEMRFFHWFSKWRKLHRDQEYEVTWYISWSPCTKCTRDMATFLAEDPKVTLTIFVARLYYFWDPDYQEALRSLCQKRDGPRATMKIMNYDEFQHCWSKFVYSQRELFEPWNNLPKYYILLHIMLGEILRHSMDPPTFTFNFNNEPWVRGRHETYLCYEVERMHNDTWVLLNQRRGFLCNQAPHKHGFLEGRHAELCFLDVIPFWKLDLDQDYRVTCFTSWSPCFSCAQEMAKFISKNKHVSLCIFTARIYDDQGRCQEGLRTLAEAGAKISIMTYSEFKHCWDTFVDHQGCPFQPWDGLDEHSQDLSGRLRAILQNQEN
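Read-out is eYFP fluorescence (Ex 488/Em 500-530) from Vif-expressing HeLa A3G-eYFP cells; more signal means A3G escaped Vif-mediated degradation. Cells plated overnight, compound pinned in, incubated overnight at 37 deg C.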
GRP78 ERSR act: qHTS for Inducers of the Endoplasmic Reticulum Stress Response (ERSR) in Human Glioma: qHTS; actives 0.02% (n = 420,000); Potency, µM, for the others: top-dose activation, actives largely listed as activators; U87-MG GRP78 promoter luciferase reporter, 16 h; AID 602332, 2012; further: potency means the concentration at half of the fitted maximal effect; series mostly up to about 76 µM; % of control where 0% means no effect; nearly all actives have a fitted effect of over 35% in size
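Stably transfected U87-MG glioma cells carrying a GRP78-based luciferase sensor; 16 h compound incubation. Luminescence end-point read 10 min after Bright-Glo addition at room temperature.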
D1 antag: Antagonist of Human D 1 Dopamine Receptor: qHTS; actives 3.2% (n = 360,000); HEK293 TREx D1 cells, calcium flux, dopamine EC80; active compounds read low; D(1A) dopamine receptor (Homo sapiens), P21728; activity change, negative = inhibition, % at 10 µM; in the data active means activity change below about -30%; further: on the % scale 0 is the no-effect control and ±100 the full control effect
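Allosteric or orthosteric antagonism assessed as attenuation of the calcium response to EC80 dopamine, added 180 s after compound, in induced HEK293 Trex D1 cells loaded with no-wash calcium dye.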
D1 ag: Allosteric Agonists of the Human D1 Dopamine Receptor: qHTS; activation, % at 2 µM; actives 1% (n = 360,000); AID 504660, 2011; HEK293 T-REx D1 cells, calcium flux, agonist mode; D(1A) dopamine receptor (Homo sapiens), P21728; in the data active means activation above about 30%; further: 0% is about no effect
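Inducible HEK293 T-REx D1 cells, force-coupled to calcium signalling, were plated at 4000 cells/well with tetracycline and held overnight at 30 C. After no-wash calcium dye loading, compound-evoked calcium rise over 180 s flagged agonists.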
An asterisk follows results filed as active; ? = inconclusive; . = not tested or not shown; & = joins results of further samples. Unless noted, the call rests on the fitted dose curve; in most records, active means well fitted curve in the direction sought with a large enough effect; inconclusive means small, poorly fitted or top-dose-only effect, or another doubt; inactive means no such curve, though single readings can be large; an effect the other way counts as inactive or inconclusive. These rows are one share of the data, so the mix of outcomes need not match the whole.

SMILES	D1 PAM	RXFP1 agonist	D2 potentiator	RXFP1 antag	Vif-APOBEC3F blk	Vif-APOBEC3G blk	GRP78 ERSR act	D1 antag	D1 ag
CCN(CC)c1ccc(C2N(C(=O)N3CCOCC3)CCN2S(=O)(=O)c2ccc(C)cc2)cc1 (configuration not stated)	2	1.4%	6	6	-3%	1%	-5%	-3	3
O=C(CC(Cc1ccccc1)C(=O)O)Nc1ccccc1 (configuration not stated)	-3	-2.5%	11	16	0%	-4%	-2%	2	3
COc1ccc(C(CNC(=O)C2CC(=O)N(Cc3ccccc3)C2)N2CCOCC2)cc1 (configuration not stated)	1	-1.2%	.	6	11%	0%	-4%	8	5
COc1cc(-c2nnc(SCC(=O)Oc3ccccc3Cl)o2)cc(OC)c1OC	-2	-4.1%	5	-11	4%	2%	22µM*	-5	1
CCCN(C1CCS(=O)(=O)C1)S(=O)(=O)c1ccc2ccccc2c1 (configuration not stated)	2	-1.7%	12	3	1%	-3%	0%	-6	0
O=C(COC(=O)c1ccc(O)cc1O)NNC(=O)c1cccs1	.	0.3%	-7	1	-5%	-1%	-1%	0	4
S=C(NCCN1CCOCC1)Nc1ccc(Nc2ccccc2)cc1	-2	-1.8%	.	-8	13%	1%	0%	-8	4
CC(=O)n1cc([C@H]2C=C(C(=O)N3CCN(Cc4ccc5c(c4)OCO5)CC3)O[C@@H](OCc3ccc(CO)cc3)C2)c2ccccc21	-4	0.8%	9	.	7%	2%	-4%	-18	2
CCc1ccccc1NC(=O)Cn1c(=O)n(CC(=O)NCCc2ccccc2)c(=O)c2ccccc21	0	13%	-7	.	-2%	2%	-2%	1	1
CN(C)S(=O)(=O)c1ccc2c(c1)c(=O)c(C(=O)N1CCN(c3cccc(Cl)c3)CC1)cn2C	11	3.9%	15	.	2%	4%	-3%	14	1
CN(C)CCN(C(=O)C1CCN(S(=O)(=O)c2cccs2)CC1)c1nc2ccccc2s1	-4	-0.8%	-11	-20	5%	-1%	-4%	-10	2
CC(=O)c1c(C)[nH]c(C(=O)OC2CCOC2=O)c1C (configuration not stated)	-1	2.8%	.	-10	4%	0%	-4%	3	-2
CN(CC(=O)Nc1cccc(C(F)(F)F)c1)Cc1ccccc1	-5	4.0%	.	-5	4%	-4%	-3%	-19	17
COCCCNC(=O)[C@H](CSCc1ccccc1)N1Cc2ccccc2C1=O	7	3.4%	3	-8	-2%	-1%	3%	-15	3
COc1ccc(CN2C3CCCC2CC(NC(=O)/C=C/c2ccccc2)C3)cc1 (configuration not stated)	-4	0.5%	11	-15	2%	3%	-2%	-51*	77*
C/C=C\C(=O)Nc1cccc(C2=NOC3(C2)C[C@@H](C(N)=O)N(C(=O)CC(c2ccccc2)c2ccccc2)C3)c1 (some centres not stated)	3	-5.4%	-3	.	6%	-6%	-1%	-18	3
CN(C)S(=O)(=O)Nc1ccc(C(=O)O)cc1	-7	0.0%	-15	-2	-4%	-6%	0%	9	1
Cc1ccc2nc(NC(=O)Cc3cccs3)sc2c1	-3	-1.3%	-2	-4	3%	2%	4%	-9	13
CCCc1cc(NCc2ccccn2)n2nc(C)c(-c3ccccc3)c2n1	-4	5.6%	14	?	?	-4%	1%	-9	2
COC(=O)c1sc(NC(=S)NC(=O)c2ccccc2F)nc1C	-11	35µM*	4	-4	15%	2%	-1%	-16	-1
COc1ccc(OC)c(-c2nnc(SCC(=O)NC3CCCCC3)o2)c1	-2	3.7%	5	-1	-5%	-1%	-3%	9	-1
Cc1ccsc1C(=O)Nc1ccccc1N1CCCC1	-6	-0.6%	1	8	-20%	-7%	-3%	-1	0
Cc1cccc(C)c1NC(=O)C(C)NCc1cccs1 (configuration not stated)	.	.	.	1	0%	-2%	-4%	.	.
CC(Oc1ccccc1)C(=O)N=C1SC2CS(=O)(=O)CC2N1c1ccc(F)cc1 (configuration not stated)	2	4.2%	.	6	6%	-1%	6%	3	3
COc1ccccc1NC(=S)N/N=C/c1ccc(O)cc1	-4	2.7%	4	-4	-2%	-5%	4%	-21	4
COc1ccc(CC(=O)Nc2ccc(C(=O)NC(C)(C)C)cc2)cc1OC	-4	3.3%	-2	3	3%	0%	-3%	0	3
COc1ccc2c(c1OC)C(=O)N(c1cccc(C)c1)C2=O	-4	3.5%	2	7	-3%	2%	9%	-6	0
CCOC(=O)N1CCc2c(sc3c2c(=O)n(Cc2ccccc2)c(=O)n3Cc2cccc(C)c2)C1	3&-5	3.8%&0.7%	2&3	-2	-1%&4%	-4%&2%	-3%&-3%	-4&1	-1&1
CCOc1ccccc1C(=O)N[C@H](C(=O)OCc1cc([N+](=O)[O-])cc2c1OCOC2)C(C)C	0	-0.8%	-3	-7	4%	0%	-2%	-8	6
CC(C)CN(CC(C)C)S(=O)(=O)N1CCC(C(=O)NCc2cccnc2)CC1	4	1.5%	30	-3	-5%	9%	0%	21	2
O=C(CCCSc1nc2sc3c(c2c(=O)[nH]1)CCC3)NCCO	-1	2.8%	1	-2	-7%	1%	0%	-21	1
Cc1ccc(OCC(=O)Nc2ccc3c(c2)nc(CCNC(=O)c2ccco2)n3C)cc1	-1	3.4%	1	-7	0%	3%	-3%	2	0
O=S1(=O)NC(=NC2CCCCCC2)c2ccccc21	-6	-0.2%	0	7	5%	4%	-4%	5	9
CCc1ccc(NC(=O)CSC2=Nc3ccccc3C3=NC(CCC(=O)NCc4ccccc4OC)C(=O)N23)cc1 (configuration not stated)	-5	-1.6%	1	-14	-16%	3%	-2%	4	1
CCOc1ccc(N2CC(C(=O)NCc3ccc4c(c3)OCO4)CC2=O)cc1 (configuration not stated)	-1	-0.9%	5	3	1%	-3%	-3%	-15	-1
CC(=O)Nc1ccc(Cl)cc1C(=O)c1ccc[nH]1	.	.	.	6	3%	0%	-6%	.	.
COCCNC(=O)CN1C(=O)COc2ccc(S(=O)(=O)N3CCCCCC3)cc21	-4&4	-1.1%&2.5%	1&21	7	5%&-7%	-2%&-1%	4%&-4%	-1&-14	0&0
CCOc1ccc(C(=O)N[C@H](C(=O)NC2CCCCC2)C(C)C)cc1	.	.	.	2	-8%	0%	0%	.	.
COc1ccccc1/C=C/C(=O)NCC(=O)N/N=C/c1ccccc1[N+](=O)[O-]	1	2.0%	.	-22	-12%	-5%	-1%	5	0
COc1ccc(OCCC(=O)OCC(=O)Nc2cccc(S(=O)(=O)N3CCCCC3)c2)cc1	.	.	.	-18	2%	-5%	1%	.	.
CCCCNC(=O)CCn1c(=O)c2ccccc2n(Cc2ccccc2C#N)c1=O	0	1.1%	11	.	-2%	0%	-3%	14	-3
O=C(Nc1cccc(Cl)c1Cl)C1CCCO1 (configuration not stated)	4	-0.3%	8	13	2%	-3%	0%	16	2
CC(=O)N1c2ccc(S(=O)(=O)N3CCC(C(=O)NCc4ccc(C)cc4)CC3)cc2CC1C (configuration not stated)	-11	-3.3%	-5	-1	-10%	7%	-3%	-2	1
CCOC(=O)c1c(NC(=O)CN2CCCCC2)sc2c1CCC(C=O)=C2Cl	-7	0.0%	9	-2	-2%	-1%	-3%	2	3
COc1ccc(/C=N/NC(=O)c2c(C)nc3ccc(Cl)cn23)cc1OC	-2	-0.1%	3	0	-1%	?	-2%	1	0
O=C(NCc1ccccc1F)c1cccc(S(=O)(=O)N2CCCCC2)c1	.	.	.	1	13%	6%	-4%	.	.
COc1cc(SC)ccc1C(=O)N1CCN(c2ccccc2OC)CC1	-4	-0.1%	3	9	-2%	?	-6%	4	5
COc1ccc(C2C(C(=O)N3CCCC3)c3cc(OC)c(OC)cc3C(=O)N2C)cc1OC (configuration not stated)	2	0.0%	5	0	-1%	-2%	-5%	14	2
CCOc1ccc(N=Cc2c(C)[nH]n(-c3nc4ccccc4[nH]3)c2=O)cc1	-7	1.7%	-10	6	0%	0%	-7%	1	0
CNC(=S)N1N=C(c2cccs2)CC1c1ccc(OC)cc1 (configuration not stated)	0	-0.1%	10	-24	-11%	0%	3%	-6	1
CN(Cc1cn(C)nc1-c1ccc(Oc2ccccc2)cc1)Cc1cnc2ccccn12	-7	-0.8%	3	8	9%	0%	-3%	-7	3
CC(=O)NCCSCCNC(C)=O	-5	-0.1%	2	-5	5%	1%	-7%	-23	2
Cc1ccc(-n2[nH]c(C)c(CCC#N)c2=O)cc1	0	2.2%	.	-5	2%	-7%	-3%	9	3
Cc1nnc(SCc2cc(=O)[nH]c(Nc3nc(C)c4cc(C)c(C)cc4n3)n2)s1	-2	1.0%	-6	5	16%	-8%	-1%	-73*	0
O=C1CN(C(=O)CSc2nc3ccccc3c(=O)n2CCCN2CCOCC2)c2ccccc2N1	-6	10%	-15	-3	2%	-2%	-4%	-3	1
Cc1nc(NC(=O)c2ccc3c(c2)OCCO3)ccc1Br	4	-0.3%	-1	-4	-17%	0%	-2%	-3	2
CC(CC1C(C#N)=C(N)SC(N)=C1C#N)c1ccccc1 (configuration not stated)	-4	4.7%	-4	.	?	-4%	4%	-21	13

Laid out differently: results already given.
compound,D1 PAM,RXFP1 agonist,D2 potentiator,RXFP1 antag,Vif-APOBEC3F blk,Vif-APOBEC3G blk,GRP78 ERSR act,D1 antag,D1 ag
CC(=O)c1c(C)[nH]c(C(=O)OC2CCOC2=O)c1C (configuration not stated),-1,2.8%,.,-10,4%,0%,-4%,3,-2
CN(CC(=O)Nc1cccc(C(F)(F)F)c1)Cc1ccccc1,-5,4.0%,.,-5,4%,-4%,-3%,-19,17
